Compound activity deposited in PubChem BioAssay by National Center for Advancing Translational Sciences (NCATS).
HP1b binding inh: blocks HP1-beta chromodomain binding to methylated histone tails. AID 540317. P83916. Potency, µM (titrated, usually from 114 µM), for the others: at the highest dose activity change, negative = inhibition, usual class: inhibitors. AlphaScreen HP1-beta / biotin-H3K9me3 peptide binding. actives 0.56% (n = 390,000); also: potency is read from the fitted curve at half-maximal effect; nearly all actives have a fitted effect of over 70% in size; inactives centre near 23
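AlphaScreen: HP1-beta (50 nM) preformed 30 min with biotin-H3(1-18)K9me3 peptide (50 nM) in PBS pH 7.4, 0.01% Tween-20. Compound added for 30 min at RT, then streptavidin donor/nickel chelate acceptor beads (10 ug/mL) for 30 min.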
Pin1 inh: inhibitors of human Pin1. Q13526. Pin1 FP peptide displacement, HiFluor488, 10 min. Potency, µM (titrated, usually from 115 µM), for inactives: top-dose activity, negative = inhibition, hits mostly inhibitors. actives 0.009% (n = 390,000). AID 504891; active = well fitted inhibition curve with a large enough effect in the polarisation, with a control signal flat, not every such curve was filed as active; inconclusive = small, poorly fitted or top-dose-only effect, or effect the other way, or a change in a side signal; inactive = no such curve, though single readings can be large or run the other way; the % refers to the polarisation; also: potency is read from the fitted curve at half-maximal effect; % is scaled to controls: 0 for no effect and ±100 for the full control effect
Target sequence (Q13526 whole entry, looked up): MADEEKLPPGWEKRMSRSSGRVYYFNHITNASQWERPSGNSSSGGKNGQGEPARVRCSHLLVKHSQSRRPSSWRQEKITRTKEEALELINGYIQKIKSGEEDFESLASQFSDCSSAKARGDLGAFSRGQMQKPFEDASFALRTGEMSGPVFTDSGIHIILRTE
BAZ2B block: BAZ2B (human) inhibition; Q9UIF8; AlphaScreen BAZ2B-H3K14Ac peptide displacement; Potency, µM (highest dose often 114 µM), without a hit: at the highest dose activity change, negative = inhibition, hits mostly inhibitors; actives 4.4% (n = 360,000); AID 504333; also: potency is read from the fitted curve at half-maximal effect; % is scaled to controls: 0 for no effect and ±100 for the full control effect; nearly all actives have a fitted effect of over 60% in size
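Multi-concentration screen (max 110 uM) measuring displacement of acetylated histone H3 peptide from BAZ2B by AlphaScreen, using 50 nM protein, 50 nM peptide and 10 ug/mL streptavidin donor plus Ni-chelate acceptor beads.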
PI4K2A block: PI4K2A (human) kinase inhibition | purified PI4K2A, ADP-Glo luminescence, 1 h; active compounds read low | activity change, negative = inhibition, % at 76.9 µM | Q9BTU6 | actives 0.13% (n = 420,000); in the data active = activity change below about -50%; inconclusive = mostly about -30% to -49%;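 also: -100% = wells without enzyme as full effect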
Target sequence (Q9BTU6 whole entry, looked up): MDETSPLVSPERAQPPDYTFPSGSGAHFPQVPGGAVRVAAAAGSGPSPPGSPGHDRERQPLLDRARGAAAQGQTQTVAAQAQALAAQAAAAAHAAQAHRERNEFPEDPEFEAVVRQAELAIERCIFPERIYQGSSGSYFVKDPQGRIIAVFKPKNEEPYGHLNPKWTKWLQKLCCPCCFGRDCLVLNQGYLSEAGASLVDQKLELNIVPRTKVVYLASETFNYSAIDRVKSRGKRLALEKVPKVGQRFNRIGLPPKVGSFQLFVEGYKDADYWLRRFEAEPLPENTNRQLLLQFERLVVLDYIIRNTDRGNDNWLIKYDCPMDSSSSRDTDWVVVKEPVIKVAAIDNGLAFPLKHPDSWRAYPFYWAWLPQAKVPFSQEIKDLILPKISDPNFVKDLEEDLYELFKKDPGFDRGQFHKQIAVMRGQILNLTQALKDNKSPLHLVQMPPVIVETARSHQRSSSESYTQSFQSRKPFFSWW
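ADP-Glo luminescence measured ADP generated by PI4K2A enzyme (4 ug/mL before mixing) with 1.2 mM PI substrate (pre-mix) and 300 microM ATP (pre-mix). Tris pH7.5 buffer with MgCl2, Triton X-100; 1 h reaction at ambient temperature.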
Pol eta inh: DNA polymerase eta (human) inhibition | Q9Y253 | recombinant Pol eta, fluorescent DNA replication assay | Potency, µM (series often up to 114 µM), for inactives: top-dose activity change, negative = inhibition, most hits filed as inhibitors | actives 1.2% (n = 390,000) | AID 588591; also: potency is read from the fitted curve at half-maximal effect; % is scaled to controls: 0 for no effect and ±100 for the full control effect
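Pol eta (10 nM) was preincubated with compounds for 15 min at room temperature, after which fluorescent replication substrate (50 nM final) was added to start the reaction. Fluorescence was read kinetically at 0 and 10 min.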
PGK inhibitor: blocks T. brucei phosphoglycerate kinase. P07378. PGK/GAPDH coupled, Kinase-Glo luminescence, 60 min. Potency, µM (highest dose often 57.5 µM), inactives show at the highest dose activity change, negative = inhibition, hits mostly inhibitors. actives 0.043% (n = 380,000). AID 602233; also: potency is read from the fitted curve at half-maximal effect; % is scaled to controls: 0 for no effect and ±100 for the full control effect; nearly all actives have a fitted effect of over 60% in size
Target sequence (P07378 whole entry, looked up): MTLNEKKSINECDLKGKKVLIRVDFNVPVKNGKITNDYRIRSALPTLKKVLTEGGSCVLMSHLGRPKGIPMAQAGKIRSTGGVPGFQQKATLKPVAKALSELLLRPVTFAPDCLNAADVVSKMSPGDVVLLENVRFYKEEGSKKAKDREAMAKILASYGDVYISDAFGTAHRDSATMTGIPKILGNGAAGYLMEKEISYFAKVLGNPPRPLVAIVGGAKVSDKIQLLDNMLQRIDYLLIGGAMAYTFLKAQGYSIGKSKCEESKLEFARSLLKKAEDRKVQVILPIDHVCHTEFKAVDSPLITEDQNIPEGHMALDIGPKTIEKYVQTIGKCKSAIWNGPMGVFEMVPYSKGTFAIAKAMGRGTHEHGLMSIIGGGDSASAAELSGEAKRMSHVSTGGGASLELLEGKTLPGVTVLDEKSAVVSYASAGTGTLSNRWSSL
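Recombinant glycosomal PGK reaction used 1,3-bisphosphoglycerate generated in-well by GAPDH (100nM final) in 100mM TEA pH 7.6, 5mM MgCl2, 0.01% Tween-20. After 60 minutes at room temperature, ATP was read by Kinase-Glo Plus luminescence end-point.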
G9a block: inhibitors of human histone lysine methyltransferase G9a; G9a H3K9 monomethylation, AlphaScreen, 2 h; actives 8.8% (n = 350,000); Potency, µM (top dose mostly 102 µM), for the others: at the highest dose activity, negative = inhibition, hits mostly inhibitors; AID 504332; Q96KQ7; also: potency is read from the fitted curve at half-maximal effect; % is scaled to controls: 0 for no effect and ±100 for the full control effect; nearly all actives have a fitted effect of over 75% in size
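Using a bead-based AlphaScreen, monomethylated H3K9 product from 2 h room-temperature reactions (G9a 20 nM, peptide 500 nM, SAM 20 uM) was detected with 0.5 ug/mL rabbit anti-H3K9me1 antibody.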
JMJD2A Tudor: blocks the human JMJD2A Tudor domain; O75164; AlphaScreen JMJD2A-Tudor / H3K4me3 peptide binding; Potency, µM (series often up to 114 µM), for the others: at the top dose activity change, negative = inhibition, actives largely listed as inhibitors; actives 4.4% (n = 390,000); also: potency is read from the fitted curve at half-maximal effect; % is scaled to controls: 0 for no effect and ±100 for the full control effect; nearly all actives have a fitted effect of over 50% in size
GLS inh: inhibitors of human glutaminase (GLS); AID 624170; actives 0.21% (n = 410,000); Potency, µM (top dose mostly 45.5 µM), for the others: top-dose activity change, negative = inhibition, actives largely listed as inhibitors; O94925; GLS enzymatic activity, qHTS titration; also: potency is read from the fitted curve at half-maximal effect; % is scaled to controls: 0 for no effect and ±100 for the full control effect
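Compounds were pin-transferred onto hKGA, after which L-glutamine (1 mM solution) and a detection mix of glutamate oxidase, HRP and Amplex Red were added. Initial and 30 min RT fluorescence reads were collected.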
* marks the source's active call; other numbers are inactive results; i = inactive; ? = inconclusive; / = no result given; [ ] = another dose, or the depositor's remark. Unless noted, calls follow the shape of the dose curve; as a rule, active = well fitted curve in the direction sought with a large enough effect; inconclusive = small, poorly fitted or top-dose-only effect, or another doubt; inactive = no such curve, though single readings can be large; an effect the other way counts as inactive or inconclusive. A portion of the library; rates above refer to the full screens.

HP1b binding inh | Pin1 inh | BAZ2B block | PI4K2A block | Pol eta inh | PGK inhibitor | G9a block | JMJD2A Tudor | GLS inh | SMILES
49%[activator] | 6% | -26% | -1 | -10% | -3% | 50µM* | -8% | 26% | CNCC(O)CN1CCN(c2ccccc2OC)CC1 (centres undefined)
8% | 2% | 1% | 1 | -11% | -7% | 9% | ? | 14% | CC(C)(C)c1ccc(C(=O)NCCC(=O)NCc2cccs2)cc1
57% | -6% | 15% | 0 | -9% | -4% | 34%[activator][59 µM] | -3% | 20% | CCc1ccccc1NC(=O)Nc1cc(C(=O)NCc2ccc(OC)cc2)ccc1N1CCCC1
-2% | 3% | / | -3 | -16% | -1% | / | ? | 3% | Cc1nc(SCc2nc3ccccc3[nH]2)c2oc3cc([N+](=O)[O-])ccc3c2n1
24% | 0% | -3% | 1 | 5% | -6% | 20%[12.7 µM] | -18% | ? | COc1ccc(OC(C)C(=O)N2CC(C)OC(C)C2)cc1 (centres undefined)
38%[activator] | 3% | 0% | 1 | 4% | 0% | -1% | 17% | 3% | Cc1ccc(CNC(=O)CSCc2ccccc2F)cc1
11%[57 µM] | -2% | -2% | 3 | 0% | 3% | 15%[59 µM] | -9% | -14% | CCOc1ccccc1NC(=O)C1=C(C)Nc2ncnn2C1c1ccc(NC(C)=O)cc1 (centres undefined)
14% | -1% | -39% | 3 | -18% | -1% | ? | -26% | 6% | Cn1cccc1C(C#N)c1cccc(F)c1C#N (centres undefined)
8% | 2% | -14% | -1 | 1% | -1% | -4% | -24% | 15% | CCOc1nc(NCCO)nc(Nc2cc(Cl)ccc2OC)n1
24% | -3% | -3% | 0 | -22% | -14% | -9%[59 µM] | -10% | 1% | Cc1ccccc1CS(=O)(=O)Cc1ccc(C(=O)NCCCN2CC(C)CC(C)C2)o1 (centres undefined)
-7% | 1% | 6% | 2 | -9% | 3% | 21% | ? | -8% | O=C(CC12CC3CC(CC(C3)C1)C2)NCc1ccc(F)cc1
26% | -9% | -3% | -3 | -9% | -9% | -32% | -10% | -3% | O=C(NCCc1cn2ccsc2n1)C1CCCCC1
3% | 12% | -9% | -8 | -9% | -4% | ? | -18% | 2% | CCCN(CC(=O)Nc1ccccc1C)C(=O)c1ccc(-c2ccc(C(C)=O)cc2)o1
31% | 14% | 2% | -2 | ? | 2% | 18%[59 µM] | -8% | -1% | Cc1ccc(S(=O)(=O)Nc2ccccc2CNc2ncc(Br)cc2Br)cc1
34% | -5% | -18% | 0 | -4% | -7% | 2% | -16% | 0% | Cc1ccc(NS(=O)(=O)c2ccc3[nH]c(=O)[nH]c3c2)c(C)c1
33% | -4% | -7% | -6 | -12% | 9% | 7%[59 µM] | 1% | 20% | O=C(CSc1ncccn1)NN=C1CCCCCCC1
55%[activator] | -3% | -26% | -7 | -15% | -12% | ? | -5% | -7% | CCC1NC(=S)NC(C)=C1C(=O)c1ccccc1 (centres undefined)
31%[activator] | 1% | -6% | -1 | 10% | -6% | 14% | -15% | 26% | CCc1[nH]nc2c1C1(CCOC1C)C(C#N)=C(N)O2 (centres undefined)
/ | / | / | 1 | -8% | 0% | / | / | -9% | COc1ccc(CCC(=O)N2CCN(S(=O)(=O)c3ccc(OC)c([N+](=O)[O-])c3)CC2)cc1
23% | 5% | -7% | 0 | -18% | i | -40%[59 µM] | -22% | 8% | COC(=O)C1=C(C)NC=C([N+](=O)[O-])C1c1ccc(OC)cc1 (centres undefined)
42%[activator] | 5% | 2% | 0 | -15% | -4% | 7%[59 µM] | 2% | -1% | CCCC(=O)Nc1cc2nn(-c3ccccc3)nc2cc1C
44%[activator] | 4% | -25% | 0 | -16% | 0% | ? | -18% | 6% | Cc1cccc(NC(=O)c2ccc3nc(N4CCOCC4)sc3c2)c1C
7% | -1% | / | 1 | 1% | -8% | / | -24% | 3% | CC[C@]12c3[nH]c4ccccc4c3CCN1C(=O)C(CC(=O)NCc1ccco1)C[C@@H]2C(=O)N1CCN(C(=O)c2ccco2)CC1 (some centres undefined)
4% | -9% | ? | -1 | ? | 13% | 35µM* | ? | 1% | Cc1ccc2sc(N(CCCN(C)C)C(=O)c3ccc(Br)s3)nc2c1C
0% | -16% | / | -2 | -7% | -3% | / | -20% | -2% | O=C(O)c1cccc2c1C(=O)N(c1ccc3c(c1)Cc1ccccc1-3)C2=O
19% | 7% | 2% | 0 | -17% | 1% | -42%[12.7 µM] | -4% | 3% | CCN(CC)CCN1C(=O)c2oc3ccccc3c(=O)c2C1c1ccc(F)cc1 (centres undefined)
8% | -1% | 5% | -1 | -16% | i | 32%[activator] | -22% | 22% | COc1cccc(O)c1CN1CCC(C(=O)Nc2ccc(Oc3cccnc3)cc2)CC1
21% | 0% | -4% | -4 | -1% | 0% | / | -11%[11.4 µM] | 7% | O=c1[nH]c2ccc(S(=O)(=O)NCCO)cc2[nH]1
48%[activator] | -11% | -14% | -1 | -17% | / | 50µM* | 2% | 0% | CC1C(=O)C(C)(C)C(=O)OC1c1ccc([N+](=O)[O-])cc1 (centres undefined)
11% | 3% | 2% | -5 | -9% | -6% | 1% | -13% | -4% | CC(C)CC(NC(=O)C1CCC(=O)N1C(=O)OCc1ccccc1)C(=O)NC(Cc1ccccc1)C(N)=O (centres undefined)
/ | / | / | -6 | -12% | 7% | / | / | -1% | CC1(C)CC(Cc2cccc(C(F)(F)F)c2)N(C(=O)OC(C)(C)C)C1 (centres undefined)
13% | 3% | -1% | -2 | -13% | i | 0% | 0% | 3% | COc1ccc(C)cc1NC(=O)C(=O)N1CCCC1
5% | 4% | 22% | 6 | -7% | 6% | 14%[59 µM] | 1% | 16% | CC/C(=N\O)C(C)(C)/[N+]([O-])=C/c1ccc(Br)cc1
32% | 1% | -3% | -7 | -5% | 2% | ? | -13% | -1% | CC(=O)c1cccc(CN2CCC(CO)(Cc3ccccc3)CC2)c1
31% | -5% | -14% | -9 | -9% | i | 19% | -13% | -10% | O=C(Nc1cccc(Cl)c1)c1ccc(S(=O)(=O)NCC2CCCO2)cc1 (centres undefined)
47%[activator] | 0% | 5% | -1 | -18% | -2% | -35% | -7% | -19% | COc1cccc(NC(=O)NNC(=O)c2ccc3c(c2)NC(=O)C(C)(C)O3)c1
40%[activator] | -5% | 7% | 0 | -1% | -3% | -1% | -7% | -24% | Cc1ccccc1N1CCN(C(=O)NCc2cccc(Cl)c2)CC1
56%[activator] | -2% | 13% | 1 | -8% | 0% | 2% | 21% | 7% | O=C(CSc1ccc(Br)cc1)Nc1cccc(S(=O)(=O)N2CCOCC2)c1
14% | 3% | -17% | -4 | -4% | 0% | ? | -16% | 0% | CN(C)/C(Cn1cncn1)=C1/N=C(c2ccccc2)OC1=O
32% | -12% | ? | 1 | -17% | i | 71µM* | -19% | 25% | Cc1cccc(C)c1OCC(O)CN1CCN(c2ccccc2)CC1 (centres undefined)
46%[activator] | -3% | 3% | 2 | -21% | 1% | / | -3% | 0% | Cc1cccc(N(CC(=O)NC(C)C)C(=O)CCC(=O)Nc2ccccn2)c1
21% | -10% | ? | -1 | -9% | i | -12% | -7% | -16% | COc1ccc(C)cc1NC(=O)Cn1c(=O)oc2ccccc21
-4% | 37%[activator] | -34% | -6 | -19% | -1% | ? | -26% | 6% | COc1ccc(-c2cn(CCC(=O)NCc3ccc(C)cc3)c(-c3ccncc3)n2)cc1
55%[activator] | -10% | -9% | 7 | -16% | 0% | 34% | -1% | -12% | CCC(=O)N1c2ccc(S(=O)(=O)N3CCOCC3)cc2CC1C (centres undefined)
12% | -1% | 3% | 0 | -15% | 4% | 8% | 7% | 0% | COc1ccc(CNC(=O)C2CCCN2CCc2ccccc2)cc1OC (centres undefined)
16% | -3% | ? | 4 | -24% | 3% | 8.9µM* | -20% | -18% | CC(=O)c1cccc(NS(=O)(=O)c2ccc(N/C=C/C(=O)c3ccc(F)cc3)cc2)c1
6% | 0% | / | 5 | -12% | -12% | -3%[59 µM] | -16% | 0% | CC1CCCN(Cc2nc3c(c(=O)n(C)c(=O)n3C)n2Cc2ccc(Cl)cc2Cl)C1 (centres undefined)
41%[activator] | 2% | 34%[activator] | -5 | -6% | -1% | 32%[12.7 µM] | -13% | 19% | Cc1nc2ncnn2c(Nc2ccc3c(c2)OCO3)c1Cc1ccccc1
20% | ? | -1% | -2 | -3% | -3% | 55%[activator][12.7 µM] | -12% | -19% | Cc1cc(N2CCOCC2)ccc1/C=C1\NC(=O)N(CC(=O)Nc2ccccc2C)C1=O
37% | -4% | 0% | -4 | -15% | -11% | 8.9µM* | -15% | 5% | COc1ccccc1CCC(=O)N1CCN(S(=O)(=O)c2cc(C(F)(F)F)ccc2Cl)CC1
-10% | 55%[activator] | -5% | -11 | -29% | 1% | -5%[59 µM] | ? | 1% | CCOc1ccc(CCNC(=O)c2cc3sc(CC)cc3n2C)cc1OCC
37%[activator] | -3% | 1% | 1 | -16% | -10% | -11%[59 µM] | -9% | -11% | COc1ccccc1CNC(=O)C(NS(=O)(=O)c1cccs1)C(C)C (centres undefined)
59%[activator] | -6% | 2% | -6 | -13% | 0% | 1%[59 µM] | -21% | 2% | CCOC(=O)N1CCC(NC(=O)c2cc3c(-c4ccc(Cl)cc4)nn(C)c3s2)CC1
